Casp6 inh: inhibitors of human caspase-6. P55212. purified caspase-6, Z-VEID-R110 cleavage fluorescence. inhibition, % at 12.5 µM. 0.53% of 350,000 active. AID 686996;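 active = mean inhibition across replicates at least about 35%, with every replicate also reaching that limit, limit read from the data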;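 also: 0% = median of neutral control wells and 100% = no fluorescence left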
Target sequence (P55212 24-179 limits assumed): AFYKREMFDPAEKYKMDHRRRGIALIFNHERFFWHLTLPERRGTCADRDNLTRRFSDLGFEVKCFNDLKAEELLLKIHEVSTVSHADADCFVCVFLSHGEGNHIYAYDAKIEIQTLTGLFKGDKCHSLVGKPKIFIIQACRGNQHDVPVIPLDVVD
Target sequence (P55212 194-293 limits assumed): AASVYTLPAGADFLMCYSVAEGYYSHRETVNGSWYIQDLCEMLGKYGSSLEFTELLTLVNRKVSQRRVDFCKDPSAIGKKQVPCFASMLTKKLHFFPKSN
esBAF inh: blocks esBAF chromatin remodeling in mouse ES cells; Bmi1-luciferase knock-in reporter, 24 h; 100% = twice the neutral-well signal; 2% of 350,000 active; reporter increase, % at 12.5 µM; in the data active = activation above about 40%;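 also: 0% = median of the plate's neutral control wells and 100% = double that signal; a rise in the Bmi1 reporter signal indicates esBAF inhibition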
LGR2 antag: Drosophila LGR2 receptor signaling inhibition; HEK293 LGR2, CRE-luciferase, bursicon-stimulated, 4 h; inhibition, % at 9.99 µM; 0.35% of 380,000 active; AID 720647;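 active = drop in luminescence signal, shown as inhibition above about 50% in the replicate tests, limit read from the data, passing the limit was not always enough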;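 also: agonist challenge used bursicon conditioned medium at about half maximal strength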
S100A4 MyoIIA: blocks human S100A4 binding to myosin IIA peptide; inhibition, % at 10.7 µM; 0.14% of 360,000 active; S100A4/TAMRA-MyoIIA peptide fluorescence polarization; P26447; AID 652163;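 active = mean inhibition of at least 70% across replicates, with every replicate also reaching that level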
Target sequence (P26447 whole entry, looked up): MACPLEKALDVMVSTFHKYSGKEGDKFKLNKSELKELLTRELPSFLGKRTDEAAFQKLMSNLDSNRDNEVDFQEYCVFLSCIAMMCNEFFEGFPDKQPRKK
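incubation = readout 5 min after mixing, signal stable up to 60 min | system = S100A4 monomer protein | buffer or medium = HEPES pH 7.2 with CaCl2, KCl, NaCl, DTT, Triton | benchmarks = neutral control DMSO, positive control TFP | also added = fluorescent myosin IIA peptide, 5 nM | compound dosing = one concentration per compound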
FN deposit inh: fibronectin deposition inhibition. AH1F fibroblasts, Alexa488-fibronectin deposition fluorescence, overnight. inhibition, % at 12.6 µM. 0.086% of 350,000 active. AID 743247;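 active = mean inhibition across replicates of 30% or more, regardless of how many single replicates reach that level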;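 also: positive control wells lacked labelled fibronectin entirely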
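Material: AH1F fibroblasts assembling fluorescent fibronectin matrix; amount: 10000 AH1F cells/well; medium: DMEM, 2% serum; reagent: Alexa488-fibronectin, 24 nM final in well; dosing: single compound dose, delivered by pin transfer; incubation: 1 h adhesion, overnight exposure; detection: fluorescence after three HBSS washes, excitation 485 nm, emission 525 nm; measure: fibronectin deposition inhibition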
C2C12 statin: protects C2C12 myotubes from simvastatin toxicity. ATP luminescence, 48 h; scaled: DMSO 0, geranylgeraniol control 100. rescue of ATP level, % at 7.49 µM. 0.78% of 330,000 active. AID 602340;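 active = mean ATP rescue above about 67%, or every replicate alone reaching that limit, limit read from the data, passing the limit was not always enough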;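 also: myotubes were challenged with 10 µM simvastatin during compound exposure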
SIRT5 inh: inhibitors of human sirtuin-5 desuccinylase | 1.1% of 330,000 active | Purified SirT5, succinyl-peptide AMC, trypsin-coupled fluorescence | AID 652115 | Q9NXA8 | inhibition, % at 15 µM; in the data active = inhibition above about 15%
Target sequence (Q9NXA8 whole entry, looked up): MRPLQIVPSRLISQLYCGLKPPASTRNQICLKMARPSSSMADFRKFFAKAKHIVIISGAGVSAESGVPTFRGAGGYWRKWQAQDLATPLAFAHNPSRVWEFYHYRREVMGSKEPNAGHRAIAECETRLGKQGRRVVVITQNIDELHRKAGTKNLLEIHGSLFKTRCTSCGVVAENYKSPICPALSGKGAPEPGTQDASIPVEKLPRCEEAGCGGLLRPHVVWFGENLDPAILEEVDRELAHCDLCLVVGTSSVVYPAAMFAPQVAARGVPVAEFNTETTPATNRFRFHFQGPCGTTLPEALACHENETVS
An asterisk follows results filed as active; · = not tested or not shown; & = joins results of further samples. Not all compounds are listed. The share of hits here may be higher or lower than overall.

SMILES	Casp6 inh	esBAF inh	LGR2 antag	S100A4 MyoIIA	FN deposit inh	C2C12 statin	SIRT5 inh
CC(NC(=O)/C=C/c1ccc(Br)cc1)c1ccccc1 (configuration not stated)	·	3	10	·	8	2	·
CC(=O)OC(C(=O)NC1CCCCC1)c1cccc(F)c1 (configuration not stated)	2	-3	·	-13	-4	2	-2
Cn1c(=O)c2[nH]c(NN=Cc3ccc(F)cc3)nc2n(C)c1=O	4	10	-23	-11	8	-8	·
Cc1nn(-c2ccc(F)cc2)c(C)c1/C=C/C(=O)N1CCNC(=O)C1	-1	-1	-19	3	5	-5	2
CC(C)NC(=O)c1ccc(CNC(=O)OCC(F)(F)F)cc1	·	-8	·	·	4	5	·
C[C@@H]1CN([C@H](C)CO)C(=O)CCCn2cc(nn2)CO[C@@H]1CN(C)Cc1ccc2c(c1)OCO2	0	-1	5	-6	-22	-7	-4
CO[C@@H]1CN(C)C(=O)c2ccc(NS(C)(=O)=O)cc2OC[C@@H](C)N(Cc2ccccc2)C[C@@H]1C	-1	4	2	5	·	-8	0
Cc1noc2ncnc(Oc3cc(Cl)ccc3Cl)c12	4	·	-4	-3	-11	·	-4
COC(=O)[C@@H]1C[C@@]2(O)[C@H](O)[C@H](O)[C@H](O)C[C@H]2N1Cc1ccc(C(C)(C)C)cc1	-1	-2	-1	-11	-1	1	·
CN(C)C(=O)C[C@@H]1CC[C@H](NC(=O)NC2CCCCC2)[C@H](CO)O1	3	1	19	-6	-4	4	1
COc1cc([N+](=O)[O-])ccc1NC(=O)NCCCN1CCCC1=O	-2	·	-1	-3	·	·	2
COC(=O)N/N=C/c1ccc(/C=N/NC(=O)OC)cc1	-2	·	1	-11	-9	·	0
O=C(NCC[C@@H]1CC[C@@H](NC(=O)Nc2cc(F)ccc2F)[C@H](CO)O1)Nc1ccc(Cl)cc1	0	39	-16	3	-5	-5	-1
COC(=O)c1ccc(NC(=O)N2CCCC(C(=O)c3ccccc3OC)C2)cc1 (configuration not stated)	2	·	12	-3	20	·	1
CCOC(=O)c1cnn(-c2ccccc2)c1NC(=O)CN1CCCCC1	0	-5	5	2	4	11	3
O=C(N/N=C/c1ccc(Br)cc1)c1cc[n+](Cc2ccccc2)cc1	-9	·	1	3	0	·	-4
C[C@H]1CN([C@@H](C)CO)C(=O)c2cc(NS(=O)(=O)c3ccc(F)cc3)ccc2O[C@H]1CN(C)C(=O)Nc1ccc2c(c1)OCO2	-1	2	14	7	-28	-13	3
C/C=C/c1cnc2c(c1)C(=O)N([C@H](C)CO)C[C@@H](C)[C@@H](CN(C)C(=O)c1cnccn1)O2	·	2	16	·	·	3	·
C[C@H](CO)N1C[C@H](C)[C@@H](CN(C)S(=O)(=O)c2ccccc2)Oc2ccc(NC(=O)C3CCCCC3)cc2CC1=O	1	-4	-8	0	·	1	1
CCC(CC)C(=O)Nc1c2c(nn1-c1ccc(F)cc1)CS(=O)(=O)C2	-2	1	-4	2	2	19	0
COc1cccc(NC(=O)N2CCC(NC(=O)C(Cc3ccccc3F)NC(C)=O)CC2)c1 (configuration not stated)	·	-2	-8	1	-12	0	2
NC(=O)c1cc([N+](=O)[O-])c(Cl)cc1NCc1cccnc1	0	-13	-7	-5	10	-11	5
COc1ccccc1NS(=O)(=O)c1cc(NC(=O)c2[nH]c(C)c(C(C)=O)c2C)ccc1N1CCOCC1	1	·	16	31	-4	·	-4
CCC(c1nnc(SCC(=O)NC2CCCCC2)n1Cc1ccccc1)N(C)C (configuration not stated)	-73	·	4	-6	-9	·	3
O=C(C[C@H]1CC[C@@H]2[C@H](COC[C@@H](O)CN2CC2CCCC2)O1)NCC1CC1	1	·	-12	1	-16	·	-3
Cc1ccc(CNC(=O)CSc2n[nH]c(N)n2)cc1	·	-6	·	·	4	2	·
COc1ccc(NC(=O)c2ccc3c(c2)OCO3)cc1[N+](=O)[O-]	3	·	-28	2	8	·	1
C/C(=N\Nc1nc2ccccc2[nH]1)c1ccc2c(c1)OCCO2	·	·	-29	4	·	·	3
Cc1ccc(-c2nc(CS(=O)CC(=O)NCCN3CCCC3)c(C)o2)cc1 (configuration not stated)	-11	-2	-25	-6	-9	5	-9
COC(=O)CCCCCCC(=O)Nc1ccc(C2OC(CSc3ccccn3)CC(c3ccccc3)O2)cc1 (configuration not stated)	-1	·	·	11	·	·	-1
COc1ccc2c3c(n(C)c2c1)[C@@H](CO)N(CC1CC1)CC31CCN(C(=O)c2ccc3c(c2)OCO3)CC1	-3	·	-2	-1	·	·	3
C/C=C/c1ccc([C@H]2[C@H]3CN(C(=O)c4ccccc4)CC(=O)N3[C@H]2CO)cc1	-4	·	0	16	·	·	-4
CCS(=O)(=O)N1CC(=O)N2[C@@H](CO)[C@H](c3ccc(C#CC4CCCCC4)cc3)[C@@H]2C1	0	·	7	5	-4	·	-1
C[C@@H]1CCCCO[C@@H](CN(C)C)[C@H](C)CN([C@@H](C)CO)C(=O)c2cc(NS(=O)(=O)c3ccccc3)ccc2O1	1	6	-4	-2	-1	-17	0
CC(CCc1ccccc1)NC(=O)CNC(=O)c1cccs1 (configuration not stated)	0	-3	16	6	-4	-6	-4
COc1ccc(CN(C)C[C@@H]2Oc3ccc(NC(=O)CCN4CCOCC4)cc3C(=O)N([C@@H](C)CO)C[C@@H]2C)cc1	-3	2	-1	11	·	19	·
O=S(=O)(Nc1ccc(N2CCOCC2)cc1)c1cc(Cl)ccc1Cl	0	-6	-21	-3	7	-1	-1
NS(=O)(=O)c1ccc(CCNC(=O)CSc2nc3ccsc3c(=O)n2CCCCCC(=O)O)cc1	5	3	4	5	8	-2	0
CCNC(=O)C1(C)CCN(C(=O)C(c2ccccc2)c2ccccc2)C1 (configuration not stated)	-1	5	-3	2	-1	-8	-3
COCCNC(=O)[C@H]1[C@H](CO)[C@H]2Cn3c(cccc3=O)[C@@H]1N2Cc1cccc(Cl)c1	-3	4	-10	6	-7	0	9
COc1ccc(NC(=O)c2ccc3c(c2)S(=O)(=O)c2ccccc2C3=O)cc1	1	-3	-6	-7	1	15	·
O=C([C@@H]1[C@@H](CO)[C@@H]2Cn3c(ccc(-c4ccncc4)c3=O)[C@H]1N2Cc1ccccc1)N1CCOCC1	·	1	9	-37	·	-16	-1
CNC[C@@H]1Oc2cc(Br)ccc2S(=O)(=O)N([C@@H](C)CO)C[C@@H]1C	1&-3&1	0&-10&2	-7&8	0&8&33	-4	-4&-2&-34	-4&2&10
CCCCOc1ccc(C(=O)OC(C)CN(C)C)cc1 (configuration not stated)	·	-5	·	·	3	25	·
CCNC(=S)Nc1ccc2c(c1)c(=O)n(C)n2Cc1ccc(Cl)cc1	2	12	3	-3	-18	3	-11
COC(=O)COc1ccc2c(c1)O/C(=C\c1cccc([N+](=O)[O-])c1)C2=O	-3	-10	2	4	3	0	-1
O=C(/C=C/c1ccc2c(c1)OCO2)Nc1cc(S(=O)(=O)N2CCOCC2)ccc1N1CCOCC1	-1	·	6	-1	0	·	-4
CC1=C(C)CC(C(=O)Nc2cccc(Cl)c2)C(C(=O)O)C1 (configuration not stated)	·	0	·	·	-6	12	·
O=C(c1ccccn1)N1CC2(C1)[C@H](c1ccccc1)[C@H](CO)N2C(=O)C1CCC1	-2	·	-9	3	-9	·	-2
CCc1ccc(-c2nc(CS(=O)CC(=O)NCCN3CCCCCC3)c(C)o2)cc1 (configuration not stated)	-94	-9	-1	-2	-11	-21	-3
COc1ccc(S(=O)(=O)Nc2ccc3c(c2)CC(=O)N([C@@H](C)CO)C[C@H](C)[C@@H](CN(C)CC2CC2)O3)cc1	·	0	5	·	-4	-16	·
OCCc1ccc(-c2ccc(Cl)cc2)o1	·	52*	·	·	2	61	·
COc1ccc(CN(C)C[C@H]2Oc3ccc(NC(=O)Cc4ccccc4)cc3CC(=O)N([C@@H](C)CO)C[C@@H]2C)cc1	1	-8	-18	10	·	45	3
O=C(c1ccccn1)N1CC(=O)N2[C@H](CO)[C@@H](c3ccc(C#CCc4ccccc4)cc3)[C@@H]2C1	-2	·	5	-10	·	·	-2
CCCC(=O)Nc1nc2ccc(NC(=O)c3ccccc3F)cc2s1	4	12	-12	-1	-8	-50	-5
CC1CCCCN1C(=O)CCS(=O)(=O)c1cccc2nonc12 (configuration not stated)	0	·	-22	-3	6	·	-2

Among those listed so far, these have an NH in an aromatic ring.
SMILES	Casp6 inh	esBAF inh	LGR2 antag	S100A4 MyoIIA	FN deposit inh	C2C12 statin	SIRT5 inh
Cn1c(=O)c2[nH]c(NN=Cc3ccc(F)cc3)nc2n(C)c1=O	4	10	-23	-11	8	-8	·
COc1ccccc1NS(=O)(=O)c1cc(NC(=O)c2[nH]c(C)c(C(C)=O)c2C)ccc1N1CCOCC1	1	·	16	31	-4	·	-4
Cc1ccc(CNC(=O)CSc2n[nH]c(N)n2)cc1	·	-6	·	·	4	2	·
C/C(=N\Nc1nc2ccccc2[nH]1)c1ccc2c(c1)OCCO2	·	·	-29	4	·	·	3

One compound at a time, as listed above.
COC(=O)COc1ccc2c(c1)O/C(=C\c1cccc([N+](=O)[O-])c1)C2=O across the screens: Casp6 inh = -3; esBAF inh = -10; LGR2 antag = 2; S100A4 MyoIIA = 4; FN deposit inh = 3; C2C12 statin = 0; SIRT5 inh = -1
CCNC(=S)Nc1ccc2c(c1)c(=O)n(C)n2Cc1ccc(Cl)cc1 across the screens: Casp6 inh = 2; esBAF inh = 12; LGR2 antag = 3; S100A4 MyoIIA = -3; FN deposit inh = -18; C2C12 statin = 3; SIRT5 inh = -11

4 of the entries above in order of their number in LGR2 antag, largest number first:
SMILES | Casp6 inh | esBAF inh | LGR2 antag | S100A4 MyoIIA | SIRT5 inh
COc1ccc(S(=O)(=O)Nc2ccc3c(c2)CC(=O)N([C@@H](C)CO)C[C@H](C)[C@@H](CN(C)CC2CC2)O3)cc1 | · | 0 | 5 | · | ·
CCc1ccc(-c2nc(CS(=O)CC(=O)NCCN3CCCCCC3)c(C)o2)cc1 (configuration not stated) | -94 | -9 | -1 | -2 | -3
O=C(c1ccccn1)N1CC2(C1)[C@H](c1ccccc1)[C@H](CO)N2C(=O)C1CCC1 | -2 | · | -9 | 3 | -2
CC1CCCCN1C(=O)CCS(=O)(=O)c1cccc2nonc12 (configuration not stated) | 0 | · | -22 | -3 | -2
